# PolyA inhibitor – blocks polyadenylation in yeast reporter cells; S. cerevisiae SKY197-pL101 polyadenylation reporter, beta-gal luminescence; efflux-impaired pdr1/pdr3 knockout yeast; score 100 = 6 SD above DMSO; calls only at 12 µM; hit rate 0.02% among 300,000; AID 1875;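 active means lowest replicate activity score at least 50, where 100 means six control SD above control mean; inconclusive means lowest score under 50 but half or more replicates reach 50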;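 further: yeast exposed to compound for 9 h at 30 °C; higher score means more reporter readthrough which indicates perturbed polyadenylation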
# KCNQ1 inh – inhibitors of human KCNQ1 potassium channel; P51787; CHO-K1 KCNQ1, FluxOR thallium flux fluorescence; active compounds read high; B-score at 10 µM; hit rate 1.3% among 310,000;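 active means compounds whose thallium flux B-score, printed positive for inhibition, exceeds three library SD while starting fluorescence stays within three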;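 further: channel opened by potassium depolarization with thallium stimulus after 20 min compound exposure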
# KCNK3 block – human KCNK3 channel inhibition, primary screen. O14649. hit rate 0.84% among 340,000. AID 602410. CHO-KCNK3 thallium flux, FluxOR fluorescence; active compounds read low. B-score at 10 µM;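 active means B-score under library mean minus 4 SD, starting fluorescence ratio at most library mean plus 5 SD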;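 further: more negative B-score means stronger inhibition of thallium flux through KCNK3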
# GSK3B inh – blocks human GSK3beta kinase activity. P49841. GST-GSK3beta kinase, ADP-Glo luminescence, 60 min; active compounds read low. activity score (negative = inhibition), % at 10 µM. hit rate 0.038% among 300,000. AID 2097;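 active means more than half of replicate wells score below -50%, meaning over 50% inhibition versus plate controls; inconclusive means some replicates but at most half score below -50%; inactive means no replicate scores below -50%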;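 further: 0% = median DMSO wells and -100% = median GW8510 positive control wells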
# Target sequence (P49841 whole entry, looked up): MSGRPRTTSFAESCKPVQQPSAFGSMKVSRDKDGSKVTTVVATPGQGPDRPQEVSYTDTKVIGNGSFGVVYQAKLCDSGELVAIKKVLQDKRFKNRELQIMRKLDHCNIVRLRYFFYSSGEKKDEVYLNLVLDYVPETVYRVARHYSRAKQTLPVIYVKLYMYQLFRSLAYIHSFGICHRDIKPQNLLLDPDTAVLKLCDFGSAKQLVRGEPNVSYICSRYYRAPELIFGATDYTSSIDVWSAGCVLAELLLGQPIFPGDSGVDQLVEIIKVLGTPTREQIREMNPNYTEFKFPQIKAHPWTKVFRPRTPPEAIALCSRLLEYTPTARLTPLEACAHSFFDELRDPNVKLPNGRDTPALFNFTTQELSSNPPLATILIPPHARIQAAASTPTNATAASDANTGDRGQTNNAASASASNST
#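 Assay system: GST-fused GSK3beta enzyme, cell-free / Medium: Tris pH 7.5 buffer with MgCl2, DTT, BSA, heparin / Also added: peptide substrate plus 25 µM ATP (final) / Compound: 10 µM single point / Timing: kinase reaction with compound 60 min at room temperature / Detection: ADP-Glo luminescence / Benchmarks: DMSO neutral wells and GW8510 at 20 µM as positive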
# KCNQ1 act – potentiates or activates the human KCNQ1 potassium channel; CHO-K1 KCNQ1, thallium flux FluxOR fluorescence; active compounds read high; B-score at 10 µM; hit rate 0.35% among 310,000; P51787;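 active means fluorescence ratio B-score, a plate-corrected score, at least three library SD, with initial intensity B-score within 5 SD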
#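 Medium – assay buffer, equal DMSO in all wells · Material – CHO-K1 cell line with stable KCNQ1 potassium channel expression · Signal – kinetic FluxOR thallium fluorescence, 10-s 1-Hz baseline, 110-s post-stimulus read · Compound – single concentration per compound, DMSO matched to controls · Schedule – 37 °C overnight plating, 90-min dark dye load, 20-min compound pretreatment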
# RGS4 pot – RGS4 potentiation or activation; HEK293 M3R/inducible RGS4, carbachol calcium flux Fluo4; active compounds read low; B-score at 10 µM; hit rate 0.92% among 310,000; AID 463111;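 active means B-score of the integrated calcium signal more than 4 SD below the library mean, with starting fluorescence not abnormally high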;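 further: negative B-score means reduced calcium response which marks RGS4 activation or potentiation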
#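 Assay system: HEK293 FlpIn-TREx cells, stable M3R, doxycycline-inducible RGS4 / Probe or stimulus: carbachol, ECmax concentration / Times: overnight RGS4 induction, 30 min dye load 37 °C, 20 min compound RT / Signal: kinetic calcium fluorescence imaging with Fluo4-AM dye, 2 µM / Measure: Agonist-evoked peak-minus-minimum fluorescence over baseline, integrated ratio, B score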
# KCNK9 block – blocks the human KCNK9 two-pore domain potassium channel. Q9NPC2. HEK293 KCNK9, FluxOR thallium flux fluorescence; active compounds read low. B-score at 10 µM. hit rate 1.2% among 310,000. AID 488922;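 active means ratio B-score over 3 SD below the library mean, with starting fluorescence within 5 SD of its mean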;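 further: negative B-score means less thallium flux so channel inhibition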
# HDAC3 inhib – human HDAC3 inhibition. O15379. recombinant HDAC3, fluorogenic peptide/trypsin coupled, fluorescence. inhibition, % at 8.3 µM. hit rate 0.15% among 320,000. AID 2718; in the data active means inhibition above about 26%, passing the limit was not always enough; inconclusive means no clear call, values can overlap the other calls
# Target sequence (O15379 whole entry, looked up): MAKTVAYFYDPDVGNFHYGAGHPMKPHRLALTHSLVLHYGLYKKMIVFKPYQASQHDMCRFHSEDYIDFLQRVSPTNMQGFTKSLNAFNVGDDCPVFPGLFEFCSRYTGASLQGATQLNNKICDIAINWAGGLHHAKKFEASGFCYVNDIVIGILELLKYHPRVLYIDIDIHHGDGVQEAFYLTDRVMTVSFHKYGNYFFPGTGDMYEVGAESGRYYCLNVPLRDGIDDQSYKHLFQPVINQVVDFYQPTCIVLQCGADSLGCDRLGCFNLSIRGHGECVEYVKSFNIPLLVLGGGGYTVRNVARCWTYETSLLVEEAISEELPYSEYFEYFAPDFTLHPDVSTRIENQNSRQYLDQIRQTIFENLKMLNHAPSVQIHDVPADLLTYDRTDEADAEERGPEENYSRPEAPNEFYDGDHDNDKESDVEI
# GSK3 alpha inh – inhibitors of human GSK-3 alpha kinase; P49840; ADP-Glo luminescence, 60 min; inhibition, % at 10 µM; hit rate 0.1% among 320,000; AID 2650;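 in the data active means inhibition above about 50%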;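 further: GST-tagged GSK-3 alpha with peptide substrate and 25 µM ATP; 0% = DMSO neutral wells and 100% = GW8510 positive control wells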
# hERG rescue – compounds protecting human hERG from proarrhythmic drug block | Q12809 | CHO-hERG, FluxOR thallium flux, dofetilide IC70 present | activation (rescue from dofetilide block), less the hit threshold, % at 10 µM | hit rate 0.51% among 310,000 | AID 1511;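 active means activation above the mean of controls blocked by dofetilide plus 5 SD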;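 further: thallium influx through hERG after potassium depolarization seen as dye fluorescence rise; in these data hits start at about 4.7%; inactives centre near -7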
# Dyrk1A ADPGlo – blocks rat Dyrk1A kinase activity; ADP-Glo luminescence, NFATc1 peptide; hit rate 0.43% among 310,000; inhibition, % at 12.5 µM; Q63470; in the data active means inhibition above about 50%;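 further: plate controls were vehicle with enzyme for no effect and no enzyme for full effect; many of its hits are not listed in these tables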
# The depositor's hits bear a star; i = inactive; ? = inconclusive; · = no result given. Only part of the results is shown. The share of hits here may be higher or lower than overall.
# Below each SMILES: PolyA inhibitor	KCNQ1 inh	KCNK3 block	GSK3B inh	KCNQ1 act	RGS4 pot	KCNK9 block	HDAC3 inhib	GSK3 alpha inh	hERG rescue	Dyrk1A ADPGlo
- Clc1ccc(-c2cn3ccccc3n2)cc1
    i	i	i	0	i	i	i	-3	-2	-10	-1
- CCOc1ccc(CCNC(=O)c2nn(C)c3c2CS(=O)(=O)c2ccccc2-3)cc1OCC
    i	i	i	-4	i	i	i	0	-1	-5	-2
- CC1CCCN(C(=O)c2nn(C)c3c2CS(=O)(=O)c2ccccc2-3)C1 (centres undefined)
    i	i	i	-1	i	i	i	-9	-1	0	4
- Cc1occc1-c1nnc(SCC(=O)N2CCOCC2)o1
    i	i	i	2	i	i	i	-1	-1	-5	-2
- CCOC(=O)N1CCN(C(=S)NC(=O)C23CC4CC(CC(C4)C2)C3)CC1
    i	i	i	0	i	i	i	4	0	-6	-3
- COc1cccc(C2CC(c3ccc(C(C)C)cc3)n3nc(N)nc3N2)c1 (centres undefined)
    i	i	i	-3	i	i	i	1	3	-5	3
- CNC(=O)c1[nH]cnc1C(=O)Nc1ccc(OC)cc1
    i	i	i	1	i	i	i	3	1	-6	7
- CCCC[C@@H](CNC)NC[C@H](Cc1ccc(O)cc1)NCCc1ccc(OCC)cc1
    i	i	i	-7	i	i	i	-1	3	-8	8
- COc1ccc(NC(=O)c2cccc3ccccc23)cc1
    i	i	i	·	i	i	i	2	9	-2	-3
- CCOC(=O)C1=C(C)N=C(SC)N(C)C1c1ccccc1 (centres undefined)
    i	i	i	-2	i	i	i	-2	-7	-9	0
- O=c1c(-c2ccc(O)cc2)coc2cc(O)cc(O)c12
    i	i	i	-7	i	i	i	7	4	-5	37
- NC(=O)CC1C(=O)N(c2ccccc2)C(=S)N1NC(=O)c1ccc(Br)cc1 (centres undefined)
    i	i	i	1	i	i	i	4	-2	-9	-1
- Nc1nc(NCCO)nc(NCc2ccccc2)c1[N+](=O)[O-]
    i	i	i	-34	i	i	i	7	30	-2	5
- O=C(CNC(=O)C1CCCCC1)Nc1ccc(Cl)cc1
    i	i	i	1	i	i	i	0	-1	-2	1
- COc1ccc(N2CCN(CCCNC(=O)Nc3ccccc3)CC2)cc1
    i	i	i	0	i	i	i	-1	-1	-9	-1
- CC(=O)N1N=C(c2cccc(Cl)c2)OC1c1cccc([N+](=O)[O-])c1 (centres undefined)
    i	i	i	1	i	i	i	2	2	-3	-3
- CCCCSc1nnc(-c2ccc(OC)cc2)n1C
    i	i	i	10	i	i	i	-2	0	-2	8
- Cc1cc(/C=C(\C#N)C(=O)NCc2cccs2)c(C)n1-c1ccccc1F
    i	i	i	4	i	i	i	-1	1	-6	-12
- Cc1ccc(C2(C)NC(=O)N(CC(=O)Nc3nc(-c4ccccn4)cs3)C2=O)cc1 (centres undefined)
    i	i	i	2	i	i	i	14	0	-14	-2
- CC(=O)c1ccc(NC(=O)NC2CC(=O)N(c3ccc4c(c3)OCCO4)C2)cc1 (centres undefined)
    i	i	i	-1	i	i	i	0	-1	-18	3

# Gathered by group: those above with a Cl atom
# Below each SMILES: PolyA inhibitor	KCNQ1 inh	KCNK3 block	GSK3B inh	KCNQ1 act	RGS4 pot	KCNK9 block	HDAC3 inhib	GSK3 alpha inh	hERG rescue	Dyrk1A ADPGlo
- Clc1ccc(-c2cn3ccccc3n2)cc1
    i	i	i	0	i	i	i	-3	-2	-10	-1
- O=C(CNC(=O)C1CCCCC1)Nc1ccc(Cl)cc1
    i	i	i	1	i	i	i	0	-1	-2	1
- CC(=O)N1N=C(c2cccc(Cl)c2)OC1c1cccc([N+](=O)[O-])c1 (centres undefined)
    i	i	i	1	i	i	i	2	2	-3	-3

# Other results:
# Below each SMILES: PolyA inhibitor	KCNQ1 inh	KCNK3 block	GSK3B inh	KCNQ1 act	RGS4 pot	KCNK9 block	HDAC3 inhib	GSK3 alpha inh	hERG rescue	Dyrk1A ADPGlo
- NC(=O)c1ccc(/C=N/O)[n+](Cc2ccccc2)c1
    i	i	i	1	i	i	i	-3	0	-4	·
- CCOC(=O)N1CCN(c2ncnc3c2cnn3-c2ccc(OC)cc2)CC1
    i	i	i	1	i	i	i	·	·	-2	-11
- N#Cc1ccccc1Sc1ccccc1C(=O)OCC(N)=O
    i	i	i	1	i	i	i	4	-7	-15	-1
- CC1CN(S(=O)(=O)c2cccc(C(=O)NCc3ccc4c(c3)OCO4)c2)CC(C)O1 (centres undefined)
    i	i	i	1	i	i	i	1	-5	-1	4
- CCC1CCc2[nH]nc(C(=O)O)c2C1 (centres undefined)
    i	i	i	3	i	i	i	2	7	1	2
- CC(C)CC(=O)N1CCN(Cc2ccc3ccccc3c2)CC1
    i	i	i	2	i	i	i	3	-1	-6	·
- Cc1cccc(C)c1NC(=O)CNC(=O)c1c(C)nn(C)c1Cl
    i	i	i	4	i	i	i	2	-2	1	·
- O=C(CNC(=O)c1ccncc1)Nc1ccc(F)c(F)c1
    i	i	i	0	i	i	i	6	0	-9	1
- CCCCN(CC)CCNC(=O)CN1C(=O)COc2ccc(S(=O)(=O)N3CCCC3)cc21
    i	i	i	3	i	i	i	-8	3	-5	0
- CCOC(=O)CCCCC(=O)c1[nH]c(=O)[nH]c1C[n+]1ccccc1
    i	i	·	-4	i	i	i	2	3	-6	·
- CN(O)/C=C/C(=O)c1ccc(Br)cc1
    i	i	i	-1	i	i	i	2	-6	-14	-3
- O=S1(=O)N=C(N2CCN(Cc3ccccc3)CC2)c2ccccc21
    i	i	i	3	i	i	i	2	1	-12	9
- CSCCC1NC(=S)N(Cc2ccccc2)C1=O (centres undefined)
    i	i	i	-3	i	i	i	7	-2	-1	5
- COc1cc(OC)cc(C(=O)NNC(=S)NCc2ccco2)c1
    i	i	i	5	i	i	i	0	-3	-8	0
- OC(c1nc2ccc(F)cc2[nH]1)C(O)c1nc2ccc(F)cc2[nH]1 (centres undefined)
    i	i	i	4	i	i	i	-5	2	-3	17
- COc1cccc(CNC(=O)c2nnn(CC(=O)Nc3ccc(Br)cc3)c2N)c1
    i	i	i	3	i	i	i	-4	1	-12	-2
- CCOC(=O)CSC1=C(C#N)C(=O)NC(c2ccc(OC)cc2)S1 (centres undefined)
    i	i	i	1	i	i	i	12	·	-23	6
- Cc1ccc(C)c(C(=O)NC(C)CCc2ccccc2)c1 (centres undefined)
    i	i	i	2	i	i	i	5	0	-6	·
- COc1ccc(Nc2nc(N)nc(CN3CCC(Cc4ccccc4)CC3)n2)cc1
    i	i	i	-1	i	i	i	·	-1	-27	-2
- CN(C)S(=O)(=O)c1cccc(NC(=O)COc2cccc(C#N)c2)c1
    i	i	i	2	i	i	i	8	1	-7	0
- COc1cc(NC(=O)Cn2cnc(S(=O)(=O)N3CCC(C)CC3)c2)cc(OC)c1OC
    i	i	-9*	-5	i	i	i	·	·	-7	0
- CN1CCN(c2ccc(S(=O)(=O)N3CCCCC3)cc2NC(=O)COc2cccc(Cl)c2)CC1
    i	i	i	0	i	i	i	5	-2	-10	10
- CC1CCCC(C)N1C(=O)COC(=O)CSc1ccc(C(N)=O)cc1[N+](=O)[O-] (centres undefined)
    i	i	i	3	i	i	i	1	-2	-11	8
- CCc1nn(C(C)C(=O)NCCN2CCN(c3cccc(C)c3C)CC2)c(=O)c2cc3occc3n12 (centres undefined)
    i	i	i	-1	i	i	i	2	1	-16	0
- O=C1Nc2ccccc2N(O)N1c1cc(-c2ccc(Cl)cc2)[nH]n1
    i	i	i	1	i	i	i	-2	-3	-6	1
- COc1cc2cc(CN(CCCO)S(=O)(=O)c3ccccc3)c(=O)[nH]c2cc1OC
    i	i	i	-4	i	i	i	-22	-5	-9	-2
- COc1cc(O)ccc1C=O
    i	i	i	-1	i	i	i	·	1	-9	8
- COc1ccccc1/C=C/C(=O)NCC(=O)N/N=C/c1ccccc1[N+](=O)[O-]
    i	i	i	0	i	i	i	-1	-1	-7	0
- COCCn1c(SCc2cccc(F)c2)nc2cc(C(=O)OC)ccc2c1=O
    i	i	-9*	0	i	i	i	1	-1	-4	3
- Cc1nnc2sc(SCC(=O)N3CCCCC3)nn2c1=O
    i	i	i	-2	i	i	i	-1	-1	-9	-3
- NC1=NN=C(N2N=C(c3ccc(Br)cc3)CC2(O)C(F)(F)F)n2ncnc2C1 (centres undefined)
    i	i	i	-4	i	i	i	-7	9	-5	-1
- COc1ccc(C(=O)CC2(C(=O)O)CCCCC2)cc1
    i	i	i	7	i	i	i	6	0	-6	·
- COc1ccc(NS(=O)(=O)c2ccc(NC(=O)Cc3cccs3)cc2)cc1
    i	i	i	4	i	i	i	0	-3	-8	3
- O=C(Nc1ccncc1)C1COc2ccccc2O1 (centres undefined)
    i	i	i	-2	i	i	i	-3	4	-6	12
- COc1ccc(OC)c(NC(=O)c2ccc(N3C(=O)C4CC=C(C)CC4C3=O)cc2)c1 (centres undefined)
    i	i	i	-1	i	i	i	-1	1	-5	3
- CC(C)c1nc(SCC(=O)N2CCCC2)c2ccccc2n1
    i	i	i	-7	i	i	i	7	0	-1	10
- CCn1c(=O)cc(OCC(=O)NCCc2ccc(OC)c(OC)c2)c2ccccc21
    i	i	i	-24	i	i	i	?	3	-13	2
- O=C(CN(c1ccccc1)S(=O)(=O)c1ccc(Cl)cc1)Nc1ccccc1C(=O)N1CCCC1
    i	i	i	-2	i	i	i	0	-5	-8	-8
- Cc1ccc(CCC(=O)Nc2ccc(S(N)(=O)=O)cc2)o1
    i	i	i	-2	i	i	i	-4	-2	-5	4
- CCOc1ccc(-n2ccnc(SCC(=O)Nc3ccc(CC)cc3)c2=O)cc1
    i	i	i	0	i	i	i	-4	-3	-8	-2
